Assay outcomes: PubChem BioAssay, National Center for Advancing Translational Sciences (NCATS)
PLK1 PBD inh: PLK1 (human) polo-box domain binding inhibition. Plk1 PBD binding of FITC phosphopeptide, fluorescence polarization. Potency, µM, without a hit: max response, negative = inhibition, hits mostly inhibitors. 360,000 tested, 2.8% active. AID 720504; further: potency means the concentration at half of the fitted maximal effect; series mostly up to about 57 µM; on the % scale 0 is the no-effect control and ±100 the full control effect; nearly all actives have a fitted effect of over 65% in size
GLP1R inv ag: inverse agonists of human GLP-1 receptor; P43220; HEK293 GLP-1R CRE-luciferase, luminescence, 24 h; GLP-1R form is constitutively active; Potency, µM (series often up to 38.3 µM), without a hit: top-dose activity change, negative = inhibition, usual class: inhibitors; 410,000 tested, 1.6% active; further: potency means the concentration at half of the fitted maximal effect; on the % scale 0 is the no-effect control and ±100 the full control effect; nearly all actives have a fitted effect of over 55% in size
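qHTS in 1536-well format: reporter HEK293 cells expressing constitutive GLP-1R activity in DMEM + 10% Nu serum, 24 hr with compounds at 37 deg C, luminescence read after 12 min with detection reagent.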
GLP-1R agonist: agonists of human GLP-1 receptor | HEK293 GLP-1R CRE-luciferase, luminescence, 4-6 h; cells express a hypersensitive GLP-1R form | Potency, µM (series often up to 45.6 µM), for the others: at the highest dose activation, hits mostly activators | 380,000 tested, 0.007% active | AID 624172; further: potency means the concentration at half of the fitted maximal effect; % of control where 0% means no effect
HEK293 tox: cytotoxicity counter-screen for GLP-1 receptor inverse agonists. HEK293 cAMP-luciferase reporter cells, luminescence, 24 h. Potency, µM (series often up to 38.3 µM), inactives show at the highest dose activity change, negative = inhibition, actives largely listed as inhibitors. 410,000 tested, 0.13% active. AID 624418;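 further: loss of luciferase light is scored as toxicity; potency means the concentration at half of the fitted maximal effect; on the % scale 0 is the no-effect control and ±100 the full control effect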
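Luminescence readout: signal drop marks cytotoxicity. Plated cells grew 12 h at 37 °C, 5% CO2, received 23 nL compound for 24 h, then got luciferase reagent, read after 12 min at RT.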
IL2 activator: activates IL-2 in a cell-based reporter assay; IL-2 activation reporter assay, cell-based qHTS; stimulated with anti-CD3/CD4/CD28 beads; in transgenic mouse T cells; activation, % (series mostly up to about 46 µM); 360,000 tested, 0.065% active; in the data active means activation above about 50%; inconclusive means mostly about 30% to 49%; further: 0% is about no effect
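EGFP and DsRed fluorescence is measured by plate cytometry in unstimulated transgenic mouse T cells exposed to compound for 60 minutes, then stimulated 18 hours at 37 degrees C with anti-CD3/anti-CD4 beads plus anti-CD28.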
D3 ag: agonists of human D3 dopamine receptor | P35462 | max activation, % | D3R DiscoveRx beta-arrestin cells, luminescence, 90 min | AID 652048 | 410,000 tested, 0.58% active; in the data active means max activation above about 30%; further: 0% is about no effect; mostly tested at two doses, the higher about 12 µM
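Agonist-mode cell screen: cells plated at 1500/well and incubated overnight at 37 °C, then exposed to library compounds for 90 min at 37 °C. Detection reagent was added for 30–60 min at room temperature, and luminescence was read.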
PI5P4K alpha inh: blocks human PI5P4K alpha kinase activity; P48426; PI5P4Kalpha enzyme, ADP-Glo luminescence, 60 min; active compounds read low; max response, %; 330,000 tested, 1.2% active; AID 652105; active means max response of -50% or lower; inconclusive means between -30% and -50%; inactive means -30% or higher; further: value at the top dose of about 77 µM; on the % scale 0 is the no-effect control and ±100 the full control effect
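Human PI5P4Kalpha with substrate in 0.038 M HEPES pH 7.4, 0.28 mM EGTA, 0.1% CHAPS, 5% DMSO; reaction started with 5 microM ATP (final), 60 min at room temperature. ADP formed read by ADP-Glo luminescence.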
WRN inhibitor: blocks human WRN helicase; Q14191; WRN helicase unwinding, fluorescent forked duplex, kinetic; Potency, µM (highest dose often 114 µM), for inactives: at the top dose activity change, negative = inhibition, usual class: inhibitors; 360,000 tested, 0.46% active; AID 651768; further: potency means the concentration at half of the fitted maximal effect; on the % scale 0 is the no-effect control and ±100 the full control effect; nearly all actives have a fitted effect of over 55% in size
Target sequence (Q14191 whole entry, looked up): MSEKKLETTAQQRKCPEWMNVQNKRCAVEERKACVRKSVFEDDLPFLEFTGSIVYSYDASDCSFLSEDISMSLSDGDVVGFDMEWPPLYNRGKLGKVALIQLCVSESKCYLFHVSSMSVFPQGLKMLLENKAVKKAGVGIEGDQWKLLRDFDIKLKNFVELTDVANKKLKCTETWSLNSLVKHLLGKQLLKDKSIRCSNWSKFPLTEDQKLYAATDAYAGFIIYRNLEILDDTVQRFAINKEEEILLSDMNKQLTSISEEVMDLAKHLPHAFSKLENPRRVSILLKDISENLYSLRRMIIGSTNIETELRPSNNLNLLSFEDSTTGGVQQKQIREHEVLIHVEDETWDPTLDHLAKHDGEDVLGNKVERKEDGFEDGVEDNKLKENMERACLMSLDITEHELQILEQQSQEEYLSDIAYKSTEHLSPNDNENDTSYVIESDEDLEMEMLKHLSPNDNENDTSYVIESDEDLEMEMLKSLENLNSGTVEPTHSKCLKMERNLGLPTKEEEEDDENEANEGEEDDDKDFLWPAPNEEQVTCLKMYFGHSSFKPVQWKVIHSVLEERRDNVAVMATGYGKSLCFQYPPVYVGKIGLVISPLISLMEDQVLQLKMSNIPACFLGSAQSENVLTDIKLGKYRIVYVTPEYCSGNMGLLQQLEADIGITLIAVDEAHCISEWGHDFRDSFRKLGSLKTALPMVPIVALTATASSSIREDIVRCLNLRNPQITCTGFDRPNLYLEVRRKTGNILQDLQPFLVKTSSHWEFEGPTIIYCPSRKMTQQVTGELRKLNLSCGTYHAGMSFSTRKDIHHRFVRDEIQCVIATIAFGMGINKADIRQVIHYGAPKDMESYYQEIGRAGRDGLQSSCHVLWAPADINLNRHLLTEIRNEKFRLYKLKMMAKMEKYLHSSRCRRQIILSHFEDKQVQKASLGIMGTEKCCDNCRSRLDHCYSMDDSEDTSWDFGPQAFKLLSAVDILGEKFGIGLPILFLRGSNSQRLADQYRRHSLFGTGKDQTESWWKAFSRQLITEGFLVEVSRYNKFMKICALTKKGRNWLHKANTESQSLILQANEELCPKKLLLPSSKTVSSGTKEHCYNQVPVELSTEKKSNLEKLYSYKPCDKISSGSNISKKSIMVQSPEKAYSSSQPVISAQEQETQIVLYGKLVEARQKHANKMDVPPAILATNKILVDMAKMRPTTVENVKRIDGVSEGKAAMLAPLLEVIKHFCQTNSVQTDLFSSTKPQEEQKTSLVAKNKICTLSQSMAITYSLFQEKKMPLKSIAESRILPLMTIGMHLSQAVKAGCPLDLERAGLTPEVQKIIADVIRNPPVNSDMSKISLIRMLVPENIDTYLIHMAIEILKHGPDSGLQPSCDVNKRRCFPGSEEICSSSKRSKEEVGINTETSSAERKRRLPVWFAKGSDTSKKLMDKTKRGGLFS
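Enzyme (20 nM final) and test compound sit together 15 min at room temperature before substrate addition. Substrate is a single-forked duplex oligonucleotide (100 nM) labelled with fluorophore and quencher, with 2 mM ATP; helicase unwinding raises red fluorescence, read kinetically.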
DRD3 antagonist: antagonists of human D3 dopamine receptor | max response, negative = inhibition, % | AID 652054 | 360,000 tested, 2.5% active | D3R cells, DiscoveRx beta-arrestin luminescence, antagonist mode; active compounds read low | P35462; in the data active means max response below about -50%; inconclusive means no clear call, values can overlap the other calls; further: on the % scale 0 is the no-effect control and ±100 the full control effect; mostly tested at two doses, the higher about 12 µM
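Cells expressing the human receptor were seeded at 1500 cells/well, incubated overnight at 37 degrees C in 5% CO2, then exposed to library compounds with dopamine controls for 90 minutes at 37 degrees C before luminescent detection.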
An asterisk follows results filed as active; ? = inconclusive; . = not tested or not shown; [ ] = dose if it differs, or a comment. Unless noted, the call rests on the fitted dose curve; in most records, active means well fitted curve in the direction sought with a large enough effect; inconclusive means small, poorly fitted or top-dose-only effect, or another doubt; inactive means no such curve, though single readings can be large; an effect the other way counts as inactive or inconclusive.

SMILES	PLK1 PBD inh	GLP1R inv ag	GLP-1R agonist	HEK293 tox	IL2 activator	D3 ag	PI5P4K alpha inh	WRN inhibitor	DRD3 antagonist
COc1cc(CCC(=O)NCc2ccc(F)cc2)cc(OC)c1OC	-1%	6%	1%	-1%	-3.6	-10	4	-7%	-12
CC(=O)n1cc(C2C(=O)CCCC2=O)c2ccccc21	-16%	0%	-2%	5%	1.1	13	3	-12%	-1
Cc1ccc(S(=O)(=O)N2CCN(Cc3ccccc3)CC2)c(C)c1N(C)S(=O)(=O)c1ccccc1	4%	?	0%	-4%	-0.5	0	-2	-7%	-7
COc1ccc(Br)cc1CN(C)C(=O)c1ccccc1OCc1c(C)noc1C	-2%	?	1%	?	-0.4	-2	2	-6%	-7
Cc1ccc(C)c(S(=O)(=O)N2CCCCC2CCNC(=O)C(=O)NCc2ccco2)c1 (stereo not given)	-8%	?	-1%	-17%	-1.2	3	1	-9%	3
CC(C)(C)C(=O)OCc1nc(-c2ccc(C(F)(F)F)cc2)cs1	?	?	-3%	-18%	4.6	13	0	-8%	11
O=C(NC1CCCC1)C1CCC(=O)N1C1CCCC1 (stereo not given)	-14%	17%	2%	13%	1.5	-6	.	-7%	-4
COc1cccc(OC)c1C(=O)NC(C)CCc1ccccc1 (stereo not given)	-13%	6%	2%	0%	-1.7	2	0	5%	-4
O=C(CSc1ncccc1C(=O)O)Nc1ccc2c(c1)OCCO2	-7%	-11%	-2%	-4%	-3.4	6	-52*	10%	6
COc1ccc(Cc2n[nH]c(=S)n2C)cc1Br	-7%	17%	15%	5%	-0.2	-5	-1	3%	-8
Cc1nn(-c2ccccc2)c(C)c1CN	-8%	20%	1%	-8%	-1.3	3	-4	4%	6
CC(C)(C)c1ccc(CC(=O)N2CCC2(C)C(=O)NS(=O)(=O)c2cccc(C#N)c2)cc1 (stereo not given)	-6%	-16%	-1%	0%	-0.2	5	-1	-8%	4
CC1(c2nnc(-c3ccccc3)o2)CC(c2ccc([N+](=O)[O-])cc2)=NO1 (stereo not given)	-3%	?	4%	-23%	-1.6	37*	12	3%	37
CC(C)c1ccc(CN(C(=O)c2ccco2)C2CCS(=O)(=O)C2)cc1 (stereo not given)	-11%	-21%	4%	14%	0.0	10	8	0%	-9
COC(=O)c1ccc(Oc2nc(NC(C)C)nc(NC(C)C)n2)cc1	-7%	?	7%	-2%	-0.6	7	1	-10%	7
Cc1cc(N2CCN(c3nc(-c4ccc([N+](=O)[O-])cc4)cs3)CC2)c2ccccc2n1	-14%	-32%	-1%	-10%	-0.7	14	5	-6%	24
Cn1ncc2c(=O)[nH]nnc21	-1%	19%	0%	-9%	0.7	4	-9	-3%	0
CCN(C(=O)Cn1cnc2c1c(=O)n(C)c(=O)n2C)C1CCS(=O)(=O)C1 (stereo not given)	1%	12%	-3%	8%	1.0	13	-4	4%	3
Cc1ccc(N2CC(C(=O)Nc3cc(C)on3)CC2=O)cc1 (stereo not given)	-6%	0%	-6%	-12%	-1.7	0	.	-3%	-17
O=C(Nc1ncc(Cc2ccccc2Cl)s1)C1=NCCN1	-12%	?	-1%	-27%	1.2	5	-1	7%	3
CCCCn1c(N)c(N(CC(C)C)C(=O)CCNC(=O)c2ccc([N+](=O)[O-])cc2)c(=O)[nH]c1=O	-6%	-10%	9%	9%	-3.7	-8	6	5%	8
O=C(O)COc1ccccc1-c1nc(-c2ccccc2)c(-c2ccccc2)[nH]1	34µM*	-31%	-5%	-4%	-1.0	0	7	-14%	16
CN(C)/N=C/c1ccc(P(c2ccc(/C=N/N(C)C)o2)c2ccc(/C=N/N(C)C)o2)o1	-2%	?	6%	?	-0.8	-5	41	-21%	-6
O=C(Nc1cccnc1)c1ccc(COc2ccccc2Br)o1	-2%	0%	3%	-19%	-0.4	27	.	-5%	5
Cc1cc(C)c(S(=O)(=O)N2CCCOC2CNC(=O)C(=O)NCc2cccnc2)c(C)c1 (stereo not given)	-10%	10%	4%	-5%	-1.2	-10	0	2%	-17
Later entries
SMILES	PLK1 PBD inh	GLP1R inv ag	GLP-1R agonist	HEK293 tox	IL2 activator	D3 ag	PI5P4K alpha inh	WRN inhibitor	DRD3 antagonist
Cc1cc(C)c(Cn2c3ccccc3c3cnn(CC(=O)NCCN4CCOCC4)c(=O)c32)c(C)c1	2%	?	11%	2%	-0.5	-1	14	3%	-2
O=C(Cc1ccccc1)N/N=C/c1cccs1	-1%	14%	-2%	-11%	0.9	3	-8	0%	1
COc1ccc(CNC(=O)N2CCN(c3ccccc3)CC2)cc1	-7%	-16%	0%	1%	1.2	7	-1	-6%	11
O=C(C=Cc1ccc2c(c1)OCO2)C1CC1	-2%	24%	2%	-2%	-0.4	4	-13	3%	0
O=C(CCC(=O)c1ccc(F)cc1)NCc1ccccc1C(F)(F)F	-7%	?	-7%	1%	3.7	4	5	-6%	6
N#CCCN(C(=O)COC(=O)c1cc(=O)c2ccccc2o1)c1ccccc1	5%	-9%	-3%	-19%	-5.0	10	2	-3%	-2
CN(CC(=O)Nc1cccc(F)c1)C(=O)Cn1c(=O)cnc2ccccc21	3%	10%	6%	2%	-3.3	-6	0	7%	21
CCOC(=O)Cc1cnc(NC(=O)NC(C(=O)OCC)(c2ccccc2)C(F)(F)F)s1 (stereo not given)	-5%	3%	0%	14%	0.3	1	3	-11%	-27
Cc1ccc(OCCC(=O)Nc2ccc(F)c(F)c2)cc1	2%	?	-1%	-6%	-0.3	5	23	-13%	6
CC(=O)CN1C(=O)NC2(CCCc3ccccc32)C1=O (stereo not given)	-2%	22%	-6%	-2%	1.3	5	-1	0%	8
CCOC(=O)CNC(=S)N(Cc1ccc(C)cc1)Cc1ccc(C)o1	-17%	?	-5%	20%	-0.7	-2	10	8%	20
Cc1cccc(C)c1NC(=O)N1CCC(n2c(=O)[nH]c3ccccc32)CC1	-7%	-13%	7%	-23%	1.4	-2	-2	-4%	30
CCOc1ccccc1C(=O)NCCCCCC(=O)O	-5%	6%	-3%	-10%	-1.7	-5	2	4%	-2
CC(=O)c1c(C)[nH]c(C(=O)OC(C)C(=O)NC2CCCCC2)c1C (stereo not given)	0%	25%	-6%	7%	-4.3	-8	-11	1%	-20
Cc1cc(-n2c(SCC(=O)Nc3ccc(F)c(F)c3)nc3n[nH]c(C)c3c2=N)ccc1Cl	-5%	11%	-4%	-7%	0.4	16	-6	0%	?
Cc1cccn2c(=O)c3cc(C(=O)NCCN4CCOCC4)c(=N)n(CCCN4CCOCC4)c3nc12	-10%	?	-1%	-63%	-0.5	-6	-10	1%	-23
O=C(NCC(=O)N1CCCCCCC1)c1ccccc1Cl	-8%	8%	-1%	18%	1.6	5	7	4%	-10
CCC1C(=O)N(c2nc(C)cc(C)n2)N=C1C (stereo not given)	-1%	-16%	-6%	-3%	6.1	10	.	2%	6
O=C(COc1cccc2cccnc12)N/N=C/c1cccn1-c1ccc(F)cc1	-8%	?	3%	?	-0.8	-3	-4	-2%	24
CCOC(=O)N1CCN(S(=O)(=O)N2CCCC(C(=O)NCCc3ccc(Cl)cc3)C2)CC1 (stereo not given)	-8%	?	4%	?	-1.5	-11	1	4%	2
O=C(Nc1cccc(N=Cc2cc(Cl)cc(Br)c2O)c1)c1ccco1	-29%	?	-4%	35%[activator]	-0.6	-7	-55*	?	-75*
COC(=O)c1nn(-c2ccccc2)c(=O)cc1Oc1ccc(Cl)cc1	0%	4%	-1%	4%	-0.9	-5	-1	-1%	5
O=C(CN(C(=O)CNS(=O)(=O)c1ccc(F)cc1)c1ccc(F)cc1)NCc1ccco1	1%	-9%	4%	-17%	-1.7	7	-8	0%	24
Cc1ccc(C)c(N2CCN(C(=O)CCc3nc(-c4cccc(F)c4)no3)CC2)c1	-9%	-18%	7%	0%	-0.2	8	27	-7%	26
CN(C)/C=C1\C(=O)N(c2ccc(F)cc2F)C(c2cccnc2)S1(=O)=O (stereo not given)	-10%	-9%	-2%	2%	3.5	-1	4	-35%	-6
New compounds follow.
SMILES	PLK1 PBD inh	GLP1R inv ag	GLP-1R agonist	HEK293 tox	IL2 activator	D3 ag	PI5P4K alpha inh	WRN inhibitor	DRD3 antagonist
CC1CCC(NC(=O)Cn2c(=O)[nH]c3ccsc3c2=O)CC1 (stereo not given)	-2%	5%	13%	1%	-2.9	4	-1	-4%	0
COc1cccc(-c2nc(-c3ccncc3)no2)c1	-7%	18%	8%	7%	-0.2	9	-5	12%	12
C[C@H](CO)N1C[C@H](C)[C@@H](CN(C)C)Oc2c(NC(=O)c3ccncc3)cccc2C1=O	-8%	23%	6%	3%	0.7	26	-1	-3%	-18
Nc1ccn([C@@H]2O[C@H](C(=O)N3CCCN(Cc4ccccc4F)CC3)[C@@H](O)[C@H]2O)c(=O)n1	6%	19%	-4%	4%	-0.3	4	8	-2%	13
Clc1ccccc1OCc1nc(-c2ccccn2)no1	-5%	?	-5%	-13%	-1.2	1	3	-3%	12
O=C(O)CC/C(=N\NC(=O)c1ccccc1Br)c1ccccc1	-25%	15%	0%	-6%	0.0	2	-6	6%	-3
COCC(=O)N[C@H]1C=C[C@@H](CC(=O)OC)O[C@@H]1CO	-3%	3%	.	-9%	-0.3	0	-9	0%	-7
O=C(Nc1ccccc1O)c1ccc(Cl)cc1	-5%	8%	3%	-4%	-0.6	0	0	-6%	11
COc1ccc(-n2c(=O)c3ccccc3n(CC(=O)Nc3cccc(OC)c3)c2=O)cc1	-21%	7%	-1%	-14%	1.0	4	3	0%	0

Not a retest: entries from further up.
SMILES	PLK1 PBD inh	GLP1R inv ag	GLP-1R agonist	HEK293 tox	IL2 activator	D3 ag	PI5P4K alpha inh	WRN inhibitor	DRD3 antagonist
O=C(O)CC/C(=N\NC(=O)c1ccccc1Br)c1ccccc1	-25%	15%	0%	-6%	0.0	2	-6	6%	-3
COCC(=O)N[C@H]1C=C[C@@H](CC(=O)OC)O[C@@H]1CO	-3%	3%	.	-9%	-0.3	0	-9	0%	-7
O=C(Nc1ccccc1O)c1ccc(Cl)cc1	-5%	8%	3%	-4%	-0.6	0	0	-6%	11
COc1ccc(-n2c(=O)c3ccccc3n(CC(=O)Nc3cccc(OC)c3)c2=O)cc1	-21%	7%	-1%	-14%	1.0	4	3	0%	0
